NSD2 inh = NSD2 (human) methyltransferase inhibition; O96028; NSD2-SET H3K36me1 DELFIA fluorescence, biochemical; inhibition, % at 12.5 µM; 0.07% of 44,000 active; AID 624260; in the data active = inhibition above about 54%, passing the limit was not always enough;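 note: inhibitors reduce the monomethyl H3K36 fluorescence signal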
Target sequence (O96028 whole entry, looked up): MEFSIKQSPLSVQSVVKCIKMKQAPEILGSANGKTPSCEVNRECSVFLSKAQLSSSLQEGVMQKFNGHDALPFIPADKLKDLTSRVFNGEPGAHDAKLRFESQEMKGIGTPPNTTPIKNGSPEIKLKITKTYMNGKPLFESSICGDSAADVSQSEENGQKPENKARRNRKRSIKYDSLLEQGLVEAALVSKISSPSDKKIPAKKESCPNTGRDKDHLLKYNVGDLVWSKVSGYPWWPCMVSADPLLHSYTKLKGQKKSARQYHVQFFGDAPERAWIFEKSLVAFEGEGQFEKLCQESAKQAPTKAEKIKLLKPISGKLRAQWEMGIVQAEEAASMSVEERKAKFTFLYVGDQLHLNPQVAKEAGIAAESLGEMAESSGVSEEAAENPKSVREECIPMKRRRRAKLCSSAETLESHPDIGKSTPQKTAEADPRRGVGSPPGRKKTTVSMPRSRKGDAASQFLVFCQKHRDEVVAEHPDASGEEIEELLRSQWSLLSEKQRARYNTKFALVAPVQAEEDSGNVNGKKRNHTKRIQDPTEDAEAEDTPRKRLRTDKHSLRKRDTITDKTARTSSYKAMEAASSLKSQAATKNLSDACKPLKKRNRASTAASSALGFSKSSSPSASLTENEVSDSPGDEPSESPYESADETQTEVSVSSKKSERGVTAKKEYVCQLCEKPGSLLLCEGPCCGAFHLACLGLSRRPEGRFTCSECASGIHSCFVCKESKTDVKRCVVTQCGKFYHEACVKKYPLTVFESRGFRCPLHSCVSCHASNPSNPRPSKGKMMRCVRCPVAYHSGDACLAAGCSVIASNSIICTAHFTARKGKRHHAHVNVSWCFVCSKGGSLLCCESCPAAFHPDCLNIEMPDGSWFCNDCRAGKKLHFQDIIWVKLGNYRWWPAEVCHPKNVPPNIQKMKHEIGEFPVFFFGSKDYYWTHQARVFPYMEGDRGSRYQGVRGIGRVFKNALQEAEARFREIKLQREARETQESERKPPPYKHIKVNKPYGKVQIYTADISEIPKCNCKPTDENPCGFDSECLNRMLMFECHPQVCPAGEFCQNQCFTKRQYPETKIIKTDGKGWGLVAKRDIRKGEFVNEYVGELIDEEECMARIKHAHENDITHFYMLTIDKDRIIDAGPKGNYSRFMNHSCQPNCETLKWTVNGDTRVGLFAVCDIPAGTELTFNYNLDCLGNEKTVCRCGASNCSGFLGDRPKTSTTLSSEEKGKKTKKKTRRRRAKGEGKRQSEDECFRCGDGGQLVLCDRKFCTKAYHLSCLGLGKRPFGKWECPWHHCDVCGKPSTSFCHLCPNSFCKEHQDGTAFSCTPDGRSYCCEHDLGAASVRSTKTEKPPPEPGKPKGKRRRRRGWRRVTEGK
Numbers without * were called inactive. A portion of the library (hit frequency here may not be typical).

SMILES	NSD2 inh
C[C@@H]1CN([C@@H](C)CO)C(=O)c2cc(-c3ccc(F)cc3)cnc2O[C@@H]1CN(C)C(=O)c1ccccn1	-3
CCCC#Cc1ccc2c(c1)O[C@@H](CN(C)C(=O)Nc1ccc(OC)cc1)[C@H](C)CN([C@H](C)CO)S2(=O)=O	-2
C[C@H](CO)N1C[C@H](C)[C@@H](CN(C)C(=O)c2ccccc2F)Oc2ncc(C#CC(C)(C)O)cc2C1=O	2
CC(C)(C)OC(=O)Nc1ccc(/C=N/NC(=O)c2ccccc2O)cc1	1
C[C@H](CO)N1C[C@H](C)[C@H](CN(C)C(=O)Nc2ccccc2)Oc2ccc(NC(=O)Nc3cccc4ccccc34)cc2C1=O	-44
C[C@H](CO)N1C[C@H](C)[C@H](CN(C)S(C)(=O)=O)Oc2c(cccc2N(C)C)C1=O	0
COc1ccc(NC(=O)N(C)C[C@H]2Oc3ccc(NC(=O)Cc4cn(C)c5ccccc45)cc3C(=O)N([C@H](C)CO)C[C@H]2C)cc1	0
C[C@H]1CN([C@@H](C)CO)C(=O)c2cc(NC(=O)CCCCCC(=O)Nc3ccccc3N)ccc2O[C@@H]1CN(C)Cc1ccc2c(c1)OCO2	-2

Seven entries drawn at random from those above:
SMILES	NSD2 inh
C[C@H](CO)N1C[C@H](C)[C@H](CN(C)S(C)(=O)=O)Oc2c(cccc2N(C)C)C1=O	0
C[C@H]1CN([C@@H](C)CO)C(=O)c2cc(NC(=O)CCCCCC(=O)Nc3ccccc3N)ccc2O[C@@H]1CN(C)Cc1ccc2c(c1)OCO2	-2
C[C@H](CO)N1C[C@H](C)[C@H](CN(C)C(=O)Nc2ccccc2)Oc2ccc(NC(=O)Nc3cccc4ccccc34)cc2C1=O	-44
CC(C)(C)OC(=O)Nc1ccc(/C=N/NC(=O)c2ccccc2O)cc1	1
C[C@@H]1CN([C@@H](C)CO)C(=O)c2cc(-c3ccc(F)cc3)cnc2O[C@@H]1CN(C)C(=O)c1ccccn1	-3
C[C@H](CO)N1C[C@H](C)[C@@H](CN(C)C(=O)c2ccccc2F)Oc2ncc(C#CC(C)(C)O)cc2C1=O	2
COc1ccc(NC(=O)N(C)C[C@H]2Oc3ccc(NC(=O)Cc4cn(C)c5ccccc45)cc3C(=O)N([C@H](C)CO)C[C@H]2C)cc1	0

Next part:
SMILES	NSD2 inh
C[C@H](CO)N1C[C@H](C)[C@H](CN(C)C(=O)Cc2ccccc2)Oc2ncc(C#CCN(C)C)cc2C1=O	-5
CNC[C@@H]1OCCCC[C@H](C)Oc2ccc(NC(=O)c3ccncc3)cc2C(=O)N([C@H](C)CO)C[C@@H]1C	-3
O=C(/C=C/c1ccc(O)cc1)CC(=O)/C=C/c1ccc(O)cc1	-8
C[C@@H]1CN([C@H](C)CO)C(=O)Cc2cc(N(C)C)ccc2O[C@H]1CN(C)CC1CC1	4
CC(C)NC(=O)Nc1ccc2c(c1)C(=O)N([C@H](C)CO)C[C@H](C)[C@H](CN(C)Cc1ccc(C(F)(F)F)cc1)OCCCC[C@H](C)O2	-8
C[C@H](CO)N1C[C@H](C)[C@@H](CN(C)Cc2ccncc2)Oc2ccc(NS(C)(=O)=O)cc2CC1=O	4
C[C@@H]1CN([C@@H](C)CO)C(=O)c2cc(N(C)C)ccc2O[C@@H](C)CCCCO[C@@H]1CN(C)C(=O)NC1CCCCC1	3
C/C=C/c1ccc2c(c1)O[C@H](CN(C)C(=O)CC)[C@@H](C)CN([C@H](C)CO)S2(=O)=O	-3
C[C@@H]1CN([C@@H](C)CO)S(=O)(=O)c2ccc(Br)cc2O[C@@H]1CN(C)S(=O)(=O)c1ccc(F)cc1	6
Cc1ccc(S(=O)(=O)Nc2ccc3c(c2)C(=O)N([C@H](C)CO)C[C@H](C)[C@H](CN(C)C)OCCCC[C@@H](C)O3)cc1	-2
COc1ccc(S(=O)(=O)N(C)C[C@H]2Oc3ccc(NC(=O)c4ccncc4)cc3CC(=O)N([C@@H](C)CO)C[C@@H]2C)cc1	-3
CC(=O)N(C)C[C@H]1Oc2cc(-c3cncnc3)ccc2S(=O)(=O)N([C@H](C)CO)C[C@@H]1C	7
NC(=O)[C@]1(Cc2ccccc2)N=C(c2ccc(OCCCO)cc2)O[C@@H]1c1ccccc1	-4
CC(C)(C)Cc1nc(C2(c3ccc(Cl)cc3Cl)CC2)no1	-2
COCC(=O)N(C)C[C@@H]1Oc2cc(-c3ccccc3F)ccc2S(=O)(=O)N([C@@H](C)CO)C[C@H]1C	1
NC(=O)NCC#Cc1ccc2c(c1)[C@]1(C(=O)N2)[C@H](c2ccc(OCCO)cc2)N2[C@H](c3ccccc3)[C@H](c3ccccc3)OC(=O)[C@H]2[C@@H]1C(=O)N1CCCCCCC1	0
C[C@@H]1CN([C@@H](C)CO)C(=O)c2cccc(NC(=O)Nc3ccc4c(c3)OCO4)c2O[C@@H]1CN(C)C(=O)Nc1ccc(C(F)(F)F)cc1	-6
C[C@@H]1CN([C@@H](C)CO)C(=O)Cc2cc(NS(=O)(=O)c3ccccc3)ccc2O[C@H]1CN(C)C(=O)NC1CCCCC1	4
COc1ccc(NC(=O)N(C)C[C@H]2Oc3ccc(NC(=O)NC4CCCCC4)cc3CC(=O)N([C@H](C)CO)C[C@@H]2C)cc1	3
CN(C)C(=O)C[C@H]1C[C@H]2c3cc(NS(=O)(=O)c4ccccc4)ccc3O[C@H]2[C@H](CO)O1	3
C[C@H]1CN([C@@H](C)CO)C(=O)Cc2cc(NS(=O)(=O)c3cn(C)cn3)ccc2O[C@H]1CN(C)CC1CC1	5
C[C@@H]1CN([C@@H](C)CO)C(=O)c2cc(NC(=O)Nc3ccc4c(c3)OCO4)ccc2O[C@@H]1CN(C)Cc1ccc(C(=O)Nc2ccccc2N)cc1	-6
CC(=O)N(C)C[C@H]1Oc2cc(C#CC(C)(C)O)ccc2S(=O)(=O)N([C@H](C)CO)C[C@@H]1C	11
C[C@@H]1CCCCO[C@H](CN(C)S(=O)(=O)c2cn(C)cn2)[C@@H](C)CN([C@H](C)CO)C(=O)c2cc(NS(=O)(=O)c3cn(C)cn3)ccc2O1	-28
C[C@@H]1CCCCO[C@H](CN(C)C(=O)c2ccccc2)[C@@H](C)CN([C@H](C)CO)C(=O)c2cc(NS(C)(=O)=O)ccc2O1	-3
Cc1ccc(S(=O)(=O)N(C)C[C@H]2Oc3ccc(NC(=O)Cc4ccccc4)cc3C(=O)N([C@H](C)CO)C[C@H]2C)cc1	2
Cc1noc(C)c1NC(=O)N(C)C[C@@H]1Oc2ccc(NC(=O)Cn3cnnn3)cc2CC(=O)N([C@H](C)CO)C[C@H]1C	-8
C/C=C/c1cnc2c(c1)C(=O)N([C@H](C)CO)C[C@@H](C)[C@@H](CN(C)C(=O)C1CCCCC1)O2	-4
C[C@H]1CN([C@@H](C)CO)C(=O)Cc2cc(NS(=O)(=O)c3ccc(F)cc3)ccc2O[C@@H]1CN(C)C(=O)NC1CCCCC1	-15
Cc1noc(C)c1NC(=O)N(C)C[C@@H]1Oc2ccc(NC(=O)Cc3ccccc3)cc2C(=O)N([C@H](C)CO)C[C@H]1C	-2
O=C(N/N=C/c1cccc(O)c1O)c1ccccn1	5
CCCC#Cc1cnc2c(c1)C(=O)N([C@H](C)CO)C[C@H](C)[C@@H](CN(C)S(=O)(=O)c1ccccc1)O2	8

3 entries out of the list above, arranged by the value under NSD2 inh, smallest number first:
SMILES	NSD2 inh
C[C@@H]1CCCCO[C@H](CN(C)C(=O)c2ccccc2)[C@@H](C)CN([C@H](C)CO)C(=O)c2cc(NS(C)(=O)=O)ccc2O1	-3
Cc1ccc(S(=O)(=O)N(C)C[C@H]2Oc3ccc(NC(=O)Cc4ccccc4)cc3C(=O)N([C@H](C)CO)C[C@H]2C)cc1	2
CCCC#Cc1cnc2c(c1)C(=O)N([C@H](C)CO)C[C@H](C)[C@@H](CN(C)S(=O)(=O)c1ccccc1)O2	8

The list continues.
SMILES	NSD2 inh
COc1ccc(S(=O)(=O)N(C)C[C@H]2Oc3c(NC(=O)C4CC4)cccc3C(=O)N([C@@H](C)CO)C[C@H]2C)cc1	13
C[C@@H]1CN([C@@H](C)CO)C(=O)c2cc(NC(=O)Nc3ccc4c(c3)OCO4)ccc2O[C@@H]1CN(C)Cc1ccc2c(c1)OCO2	-1
Cc1ccc(S(=O)(=O)Nc2ccc3c(c2)CC(=O)N([C@H](C)CO)C[C@@H](C)[C@H](CN(C)S(=O)(=O)c2ccc(F)cc2)O3)cc1	-1
C[C@@H]1CN([C@H](C)CO)C(=O)Cc2cc(NC(=O)CCCN(C)C)ccc2O[C@H]1CN(C)Cc1ccc(-c2ccccc2)cc1	39
O=C(C[C@@H]1C[C@H]2c3cc(NC(=O)c4ccc5c(c4)OCO5)ccc3O[C@H]2[C@H](CO)O1)NCCc1ccccc1	5
C[C@H](CO)N1C[C@H](C)[C@H](CN(C)S(=O)(=O)c2ccccc2)Oc2ncc(C#Cc3ccccc3F)cc2C1=O	6
C[C@H]1CN([C@@H](C)CO)C(=O)c2cc(C#Cc3cccnc3)cnc2O[C@@H]1CN(C)C(=O)CN(C)C	12
Cc1ccc(S(=O)(=O)N(C)C[C@H]2Oc3ccc(NC(=O)Cn4cnnn4)cc3C(=O)N([C@H](C)CO)C[C@H]2C)cc1	0
COc1cc2ncnc(NC3CCN(Cc4ccccc4)CC3)c2cc1OC	8
C[C@@H]1CN([C@H](C)CO)C(=O)c2cc(NC(=O)Nc3ccc(C(F)(F)F)cc3)ccc2O[C@H]1CN(C)Cc1ccc(C(=O)Nc2ccccc2N)cc1	-5
C[C@@H]1CN([C@H](C)CO)C(=O)c2cc(-c3ccccc3F)cnc2O[C@@H]1CN(C)C(=O)CN(C)C	3
CC(C)C#Cc1cnc2c(c1)C(=O)N([C@H](C)CO)C[C@H](C)[C@@H](CN(C)C(=O)c1ccccc1F)O2	5
C[C@@H]1CN([C@H](C)CO)C(=O)c2cc(NS(=O)(=O)c3ccc(Cl)cc3)ccc2O[C@@H](C)CCCCO[C@H]1CN(C)S(=O)(=O)c1ccc(F)cc1	0
COc1ccccc1-c1cnc2c(c1)C(=O)N([C@@H](C)CO)C[C@@H](C)[C@@H](CN(C)C(=O)c1cccnc1)O2	4
C[C@H]1CN([C@@H](C)CO)C(=O)c2cccc(NC(=O)Nc3ccc(C(F)(F)F)cc3)c2O[C@@H]1CN(C)S(=O)(=O)c1cn(C)cn1	-3
C[C@@H]1CN([C@@H](C)CO)C(=O)c2cc(NC(=O)Nc3ccc(C(F)(F)F)cc3)ccc2O[C@H]1CN(C)Cc1ccc(Cl)c(Cl)c1	-3
C[C@@H]1CCCCO[C@@H](CN(C)Cc2ccncc2)[C@@H](C)CN([C@@H](C)CO)C(=O)c2cc(NC(=O)Nc3cccc4ccccc34)ccc2O1	-1
C=CCn1c(=O)c(C(=O)NCc2ccccn2)c(O)c2ccccc21	-3
C[C@H]1CN([C@@H](C)CO)C(=O)c2cccc(NC(=O)c3ccc(-c4nccs4)cc3)c2O[C@@H]1CN(C)S(C)(=O)=O	4
CC(C)(O)/C(=C/C#N)n1cccn1	-8
C[C@H](CO)N1C[C@H](C)[C@@H](CN(C)Cc2ccc(C(=O)Nc3ccccc3N)cc2)Oc2ccc(NC(=O)Nc3ccc(F)cc3)cc2CC1=O	9
C[C@H](CO)N1C[C@H](C)[C@@H](CN(C)Cc2ccc(C(F)(F)F)cc2)Oc2ccc(NC(=O)C3CC3)cc2CC1=O	-6
C[C@@H]1CCCCO[C@@H](CN(C)S(=O)(=O)c2ccc(Cl)cc2)[C@@H](C)CN([C@H](C)CO)C(=O)c2cc(NC(=O)Nc3ccccc3)ccc2O1	-8
COc1ccc(NC(=O)N(C)C[C@@H]2Oc3ccc(NS(=O)(=O)c4ccc(F)cc4)cc3C(=O)N([C@H](C)CO)C[C@H]2C)cc1	1
C[C@@H]1CN([C@@H](C)CO)S(=O)(=O)c2ccc(-c3ccccc3)cc2O[C@@H]1CN(C)C	4
C[C@@H]1CN([C@H](C)CO)C(=O)c2cc(-c3ccccc3)cnc2O[C@H]1CN(C)C(=O)c1ccccn1	-4
CCCNC(=O)N(C)C[C@H]1Oc2cc(C#CCOC)ccc2S(=O)(=O)N([C@H](C)CO)C[C@@H]1C	-1
Cc1ccc(S(=O)(=O)N(C)C[C@@H]2OCCCC[C@H](C)Oc3ccc(NC(=O)Nc4ccc(F)cc4)cc3C(=O)N([C@H](C)CO)C[C@@H]2C)cc1	-3
C[C@H](CO)N1C[C@H](C)[C@@H](CN(C)S(C)(=O)=O)Oc2c(NC(=O)Nc3ccc4c(c3)OCO4)cccc2C1=O	0
C=CCOc1ccccc1/C=N/NC(=O)c1ccccc1O	-7
O=C(C[C@H]1CC[C@H](NC(=O)C2CCC2)[C@H](CO)O1)NCCCN1CCOCC1	4
CCCC#Cc1cnc2c(c1)C(=O)N([C@@H](C)CO)C[C@@H](C)[C@H](CN(C)Cc1ccncc1)O2	1
C[C@H](CO)N1C[C@H](C)[C@H](CN(C)Cc2ccc(-c3ccccc3)cc2)Oc2ccc(NC(=O)Nc3ccc4c(c3)OCO4)cc2C1=O	6
C/C=C/[C@@H](CC(=O)N1Cc2ccccc2C[C@H]1CO)[Si](C)(C)c1ccc(OC)cc1	-9
CC(C)NC(=O)Nc1ccc2c(c1)CC(=O)N([C@@H](C)CO)C[C@@H](C)[C@@H](CN(C)Cc1ccc(Oc3ccccc3)cc1)O2	-4
C[C@H](CO)N1C[C@H](C)[C@H](CN(C)Cc2ccc(C(=O)Nc3ccccc3N)cc2)Oc2c(NC(=O)c3ccncc3)cccc2C1=O	-1
COc1cc(Br)cc(/C=N/NC(=O)CCCCCCC(=O)O)c1O	4
C[C@H]1CN([C@@H](C)CO)C(=O)Cc2cc(NC(=O)CCC(F)(F)F)ccc2O[C@H]1CN(C)C(=O)Nc1ccc2c(c1)OCO2	1
COc1ccc(S(=O)(=O)N(C)C[C@H]2OCCCC[C@H](C)Oc3ccc(NS(=O)(=O)c4ccc(C)cc4)cc3C(=O)N([C@H](C)CO)C[C@@H]2C)cc1	-3
CC(C)NC(=O)N(C)C[C@@H]1Oc2cc(-c3ccccc3)ccc2S(=O)(=O)N([C@H](C)CO)C[C@H]1C	2
